Screens as filed in PubChem BioAssay.
IL1B secr inh: inhibitors of inflammasome signaling (IL-1 beta secretion). THP-1 LPS/ATP IL-1B secretion, AlphaLISA, 16 h; active compounds read low. activity change, % at 57.5 µM. 4.7% of 360,000 active; in the data active = activity change below about -50%; inconclusive = mostly about -30% to -49%; also: % is scaled to controls: 0 for no effect and ±100 for the full control effect
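Secreted IL-1B measured by AlphaLISA bead assay after 16 h compound exposure of THP-1 cells; compounds (final up to 57.5 uM) added 1 h before LPS (250 ng/mL) and ATP (1.25 mM) stimulation; lower signal means less secretion.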
KB-V1 MDR tox: kills drug-selected multidrug resistant KB-V1 cells; AID 1347076; KB-V1 MDR cells viability, CellTiter-Glo, 72 h; 3.4% of 400,000 active; Potency, µM (highest dose often 46.1 µM), for the others: top-dose activity change, negative = cytotoxicity, hits mostly cytotoxic; also: potency is read from the fitted curve at half-maximal effect; % is scaled to controls: 0 for no effect and ±100 for the full control effect; nearly all actives have a fitted effect of over 60% in size
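Cytotoxicity toward P-gp-expressing KB-V1 cells was determined as loss of CellTiter-Glo luminescence after 72 h at 37 degrees C. Compounds were tested in quantitative HTS format across a concentration range, with curves fitted to normalized data.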
HT1080 IDH1KD tx: kills HT-1080 cells with IDH1 knockdown; Potency, µM (titrated, usually from 46.1 µM), without a hit: top-dose activity, negative = toxicity, actives largely listed as cytotoxic; 2% of 360,000 active; AID 686971; HT-1080 IDH1 knockdown viability, ATP luminescence, 48 h;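 also: potency is read from the fitted curve at half-maximal effect; 0% = DMSO wells and -100% = cell-free medium wells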
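Assay cells: HT-1080 with IDH1 knockdown, 750 per well, RPMI/5% FBS. Exposure: 48 h at 37 °C following 2 h pre-incubation. Read: CellTiter-Glo luminescence; fitted concentration-response, curve class assigned.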
KB-3-1 cytotox: kills parental KB-3-1 adenocarcinoma cells | KB-3-1 viability, CellTiter-Glo ATP luminescence, 72 h | Potency, µM (top dose mostly 46.1 µM), for inactives: at the highest dose activity change, negative = cytotoxic, most hits filed as cytotoxic | 1.4% of 400,000 active | AID 1347075; also: potency is read from the fitted curve at half-maximal effect; % is scaled to controls: 0 for no effect and ±100 for the full control effect; nearly all actives have a fitted effect of over 60% in size
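KB-3-1 cells, DMEM (no phenol red) + 10% FBS; compound by pin transfer, 72 h, 37 °C. Readout: CellTiter-Glo luminescence after 10 min. Data normalized, curve-fitted.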
MCF10A rerep: DNA re-replication induction in MCF 10a cells; MCF 10A DNA re-replication, Hoechst nuclear intensity, 48 h; Potency, µM (series often up to 46.1 µM), without a hit: top-dose activity, positive = re-replication, actives largely listed as activators; AID 624296; 2.9% of 350,000 active; also: potency is read from the fitted curve at half-maximal effect; % of control where 0% means no effect; nearly all actives have a fitted effect of over 50% in size
GLP1R cytotox: cytotoxicity counter-screen for GLP-1 receptor inverse agonists. HEK293 cAMP-luciferase reporter cells, luminescence, 24 h. Potency, µM (highest dose often 38.3 µM), inactives show top-dose activity change, negative = inhibition, actives largely listed as inhibitors. 0.13% of 410,000 active. AID 624418;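 also: loss of luciferase light is scored as toxicity; potency is read from the fitted curve at half-maximal effect; % is scaled to controls: 0 for no effect and ±100 for the full control effect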
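Step one: seed cells (200 cells/uL, DMEM with 10% Nu serum, 1% pen-strep). Step two: 12-hour incubation at 37 deg C. Step three: pin 23 nL compound, incubate 24 hr. Step four: add luciferase reagent, read luminescence 12 min later.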
SW480 rereplic: inducers of DNA re-replication in SW480 colon cancer cells; SW480 DNA re-replication, Hoechst DNA content imaging, 48 h; Potency, µM (series often up to 46.1 µM), without a hit: at the top dose re-replication activation, usual class: activators; 1.8% of 340,000 active; also: potency is read from the fitted curve at half-maximal effect; % of control where 0% means no effect; nearly all actives have a fitted effect of over 55% in size
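Quantitative HTS format with DMSO vehicle controls; 48 hr drug incubation at 37 C, then 40 min Hoechst staining and scanning imager measurement at 405 nm excitation.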
DRD3 agonist: D3 dopamine receptor (human) agonism | D3R DiscoveRx beta-arrestin cells, luminescence, 90 min | max activation, % | 0.58% of 410,000 active | AID 652048; in the data active = max activation above about 30%; also: 0% is about no effect; mostly tested at two doses, the higher about 12 µM
Target sequence (P35462 whole entry, looked up): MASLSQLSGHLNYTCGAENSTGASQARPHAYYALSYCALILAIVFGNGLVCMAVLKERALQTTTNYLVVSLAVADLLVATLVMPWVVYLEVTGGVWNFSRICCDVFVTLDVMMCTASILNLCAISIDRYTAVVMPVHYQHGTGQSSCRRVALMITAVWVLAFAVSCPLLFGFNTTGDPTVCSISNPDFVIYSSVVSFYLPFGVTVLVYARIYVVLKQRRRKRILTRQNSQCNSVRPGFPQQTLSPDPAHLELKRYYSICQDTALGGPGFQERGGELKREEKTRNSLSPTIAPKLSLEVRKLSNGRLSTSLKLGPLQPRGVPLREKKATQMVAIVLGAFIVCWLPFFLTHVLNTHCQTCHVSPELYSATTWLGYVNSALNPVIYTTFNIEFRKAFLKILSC
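Cells at 1500/well, incubated overnight, then treated with pinned compounds (dopamine as control) for 90 min at 37 degrees C. DiscoveRx reagent added for 30 - 60 minutes at room temperature; luminescence read.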
HT1080NT lethal: kills 2HG-producing HT-1080-NT fibrosarcoma cells; HT-1080-NT fibrosarcoma viability, CellTiter-Glo ATP luminescence, 48 h; Potency, µM (titrated, usually from 46.1 µM), for inactives: at the top dose activity, negative = less viability, actives largely listed as cytotoxic; 1.6% of 360,000 active;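 also: NT is the 2HG producing partner of a matched IDH1 knockdown line; potency is read from the fitted curve at half-maximal effect; 0% = DMSO-treated cells and -100% = media-only wells without cells; nearly all actives have a fitted effect of over 55% in size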
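HT-1080-NT; 750 cells/well; 5% FBS RPMI; 48 h compound, 37 degrees C; CellTiter-Glo luminescence; curve fitting and curve-class assignment.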
* hit, by the source's call; ? = inconclusive; · = not tested or not shown; & = joins results of further samples; [ ] = dose if it differs, or a comment. Unless noted, calls follow the shape of the dose curve; as a rule, active = well fitted curve in the direction sought with a large enough effect; inconclusive = small, poorly fitted or top-dose-only effect, or another doubt; inactive = no such curve, though single readings can be large; an effect the other way counts as inactive or inconclusive.

nr	mol	IL1B secr inh	KB-V1 MDR tox	HT1080 IDH1KD tx	KB-3-1 cytotox	MCF10A rerep
1	CC(=O)Nc1ccc(OCC(O)Cn2c(C(C)C)nc3ccccc32)cc1 (stereo unspecified)	0.5	0.0%	0.6%	7.0%	-3.8%
2	CSc1cccc(NC(=O)C2CCCN(S(=O)(=O)c3cccs3)C2)c1 (stereo unspecified)	-17.1	?	-25.9%	-10.5%	?
3	Cc1sc2ncn(CC(=O)NCCCC(=O)N(C)Cc3ccccc3)c(=O)c2c1C	25.4	?	-1.7%	9.7%	9.4%
4	COc1ccc(CCNC(=O)Nc2ccccc2[N+](=O)[O-])cc1	7.7	0.0%	-11.3%	5.6%	-5.9%
5	OCC[C@@H]1C[C@@H](O)[C@H](O)[C@]2(OCCc3ccccc32)O1	6.0	10.4%	11.1%	14.2%	13.7%
6	Cc1nc(C)c(CCNC(=O)c2cccc(Cl)c2)s1	1.4	-10.7%	21.3%	?	-9.3%
7	CC(C)(C)CC(C)(C)NCC(O)COc1c(F)cc(Br)cc1F (stereo unspecified)	?	20.6µM*	20.6µM*	?	0.2%
8	Cc1cc(C)c(C)c(S(=O)(=O)NCc2ccc(C(=O)N3CCCC3)cc2)c1C	-1.5	?	0.5%	5.4%	6.3%

nr	GLP1R cytotox	SW480 rereplic	DRD3 agonist	HT1080NT lethal
1	-0.5%	-7.7%	2.3	22.4%
2	-7.5%	0.0%	-5.6	-4.9%
3	0.8%	11.2%	6.8	4.3%
4	15.9%	-12.2%	0.5	-12.0%
5	3.9%	-6.3%	-6.0	6.8%
6	-5.6%	-9.0%	1.9	7.2%
7	-4.7%	?	-9.6	20.6µM*
8	4.3%[7.66 µM]	-2.8%	-0.4	3.3%

Brought forward from above: 2 compounds, followed by the next part.
nr	mol	IL1B secr inh	KB-V1 MDR tox	HT1080 IDH1KD tx	KB-3-1 cytotox	MCF10A rerep
7	CC(C)(C)CC(C)(C)NCC(O)COc1c(F)cc(Br)cc1F (stereo unspecified)	?	20.6µM*	20.6µM*	?	0.2%
8	Cc1cc(C)c(C)c(S(=O)(=O)NCc2ccc(C(=O)N3CCCC3)cc2)c1C	-1.5	?	0.5%	5.4%	6.3%
9	Cc1oc2cc3oc(=O)c(CCC(=O)NCCCN4CCCC4=O)c(C)c3cc2c1C	-25.2	-28.8%	0.2%	-0.5%	8.9%
10	COc1ccc(CN2CC(=O)N(c3ccc(C)cc3)C2=S)cc1OC	-4.0	-11.8%	-8.1%	-13.1%	1.6%
11	Cn1c(COc2ccc(Cl)cc2Cl)nnc1SCC(=O)NCC1CCCO1 (stereo unspecified)	3.4	8.0%	1.5%	3.6%	1.9%
12	CC(=O)Nc1ccc(S(=O)(=O)NC2(C(F)(F)F)C(=O)Nc3c2c(=O)[nH]c(=O)n3-c2ccc(C)cc2)cc1 (stereo unspecified)	·	0.7%	·	?	·
13	Cn1c(CCN2CCCC2)nc2cc(NS(=O)(=O)c3ccc(Cl)cc3)ccc21	-85.8*	-13.1%	?	?	?
14	O=[N+]([O-])c1ccc(CCn2ccnc2)cc1	1.0	13.0%	0.1%	2.4%	1.5%
15	CC1(C)Cc2noc(N)c2C(C)(C)N1OC(=O)c1scc2c1OCCO2	-3.0	2.1%	4.8%	2.5%	-0.6%
16	CCc1ccc(OCC(=O)NC(C)C)cc1	-20.0	?	20.8%	14.6%	1.7%

nr	GLP1R cytotox	SW480 rereplic	DRD3 agonist	HT1080NT lethal
7	-4.7%	?	-9.6	20.6µM*
8	4.3%[7.66 µM]	-2.8%	-0.4	3.3%
9	-14.4%	4.5%	8.3	1.3%
10	5.6%	3.4%	0.1	-5.9%
11	3.8%	-0.9%	8.5	0.6%
12	6.4%	·	9.6	·
13	-15.5%	20.6µM*	-11.3	-18.8%
14	8.8%	-19.2%	4.0	1.4%
15	6.9%	?	-7.2	-4.1%
16	-4.1%	-0.1%	5.8	5.7%

Following part.
nr	mol	IL1B secr inh	KB-V1 MDR tox	HT1080 IDH1KD tx	KB-3-1 cytotox	MCF10A rerep
17	O=C(COC(=O)c1ccc(Br)cc1)Nc1cccnc1Cl	12.6	18.4%	-0.1%	23.2%	9.9%
18	OC(CNC1CCCCC1)CON=C1CCSc2c(Cl)cccc21 (stereo unspecified)	?	-28.4%	?	?	·
19	O=Cc1ccc(-c2cccc([N+](=O)[O-])c2)o1	-4.5	2.1%	5.1%	3.9%	1.0%
20	CCOC(=O)c1cn(CC(=O)Nc2ccc3c(c2)OCCO3)nn1	15.6	-17.3%	-1.0%	9.9%	2.1%
21	O=C(NCc1ccncc1)[C@@H]1CCCN1C(=O)[C@H]1CCCN1C(=O)c1cccs1	16.8	22.0%	6.0%	?	·
22	Cc1cccc(CC(=O)N2CCC(N3CCC(C(=O)N4CCOCC4)CC3)CC2)c1	0.8	7.8%	0.7%	1.1%	-4.4%
23	O=C(CSCc1ccc(F)cc1)N1CCN(c2ccccc2)CC1	-15.6	?	-9.2%	-10.4%&-1.4%	10.0%
24	O=C1C2C3C=CC(C3)C2C(=O)N1c1ccncc1 (stereo unspecified)	11.7	2.5%	20.8%	-10.5%	4.9%
25	COC(=O)c1ccc(NC(=O)c2ccc(CN3CCOCC3)cc2)cc1	-8.2	2.59µM*	?	-2.9%	?
26	CN(C)S(=O)(=O)c1ccc2c(c1)N(CC(=O)Nc1cccc(C(F)(F)F)c1)C(=O)CS2	·	0.0%	·	3.1%	·

nr	GLP1R cytotox	SW480 rereplic	DRD3 agonist	HT1080NT lethal
17	-13.8%	-2.7%	3.3	4.8%[9.24 µM]
18	?	·	-8.9	-21.6%
19	-6.5%	-5.8%	-17.6	1.1%
20	-6.3%	-12.2%	0.3	6.3%
21	0.0%	·	-7.1	11.8%
22	19.8%[0.307 µM]	-0.4%	0.9	13.2%
23	-5.3%&-3.7%	7.1%	-8.6&2.9	4.0%
24	-0.1%	-97.6%[inhibitor]	2.1	13.1%
25	3.4%	-9.2%	5.2	?
26	-8.3%	·	-12.7	·

Profiles, quoted from the list. Screens in order: IL1B secr inh, KB-V1 MDR tox, HT1080 IDH1KD tx, KB-3-1 cytotox, MCF10A rerep, GLP1R cytotox, SW480 rereplic, DRD3 agonist, HT1080NT lethal
`O=C(COC(=O)c1ccc(Br)cc1)Nc1cccnc1Cl` across the screens: 12.6, 18.4%, -0.1%, 23.2%, 9.9%, -13.8%, -2.7%, 3.3, 4.8%[9.24 µM]
`O=Cc1ccc(-c2cccc([N+](=O)[O-])c2)o1` across the screens: -4.5, 2.1%, 5.1%, 3.9%, 1.0%, -6.5%, -5.8%, -17.6, 1.1%
`COC(=O)c1ccc(NC(=O)c2ccc(CN3CCOCC3)cc2)cc1` across the screens: -8.2, 2.59µM*, ?, -2.9%, ?, 3.4%, -9.2%, 5.2, ?
`Cc1cccc(CC(=O)N2CCC(N3CCC(C(=O)N4CCOCC4)CC3)CC2)c1` across the screens: 0.8, 7.8%, 0.7%, 1.1%, -4.4%, 19.8%[0.307 µM], -0.4%, 0.9, 13.2%
